Assay outcomes from PubChem BioAssay.
FBA Mtb inh: Mtb FBA enzyme inhibitors, primary screen, biochemical, fluorescence, strain H37Rv; Fructose-bisphosphate aldolase (Mycobacterium tuberculosis (strain ATCC 25618 / H37Rv)), …; purified M. tuberculosis FBA, fluorescence read-out; inhibition, % at 1 µM; 360,000 compounds, 2.3% hits; AID 588726, 2011; in the data active = inhibition above about 27%;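 note: 0% = vehicle and 100% = reference inhibitor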
Target sequence (P9WQA3 whole entry, looked up): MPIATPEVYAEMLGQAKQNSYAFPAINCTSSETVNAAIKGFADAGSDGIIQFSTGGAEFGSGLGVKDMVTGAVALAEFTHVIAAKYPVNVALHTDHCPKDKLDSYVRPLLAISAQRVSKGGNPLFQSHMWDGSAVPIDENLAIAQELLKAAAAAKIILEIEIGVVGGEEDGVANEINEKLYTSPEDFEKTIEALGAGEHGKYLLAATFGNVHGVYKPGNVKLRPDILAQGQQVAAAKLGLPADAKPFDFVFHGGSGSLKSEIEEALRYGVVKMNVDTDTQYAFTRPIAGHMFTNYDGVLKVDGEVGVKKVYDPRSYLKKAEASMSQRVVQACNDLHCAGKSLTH
UGM FP inh: M. tuberculosis UGM enzyme inhibitors, primary screen, biochemical, fluorescence polarization, single point; UDP-galactopyranose mutase (Mycobacterium tuberculosis (strain ATCC 25618 / H37Rv)), …; purified UGM, fluorescence polarization probe displacement; inhibition, % at 10 µM; 320,000 compounds, 0.06% hits; AID 504406, 2011; in the data active = inhibition above about 10%, passing the limit was not always enough; inconclusive = no clear call, values can overlap the other calls
Target sequence (P9WIQ1 whole entry, looked up): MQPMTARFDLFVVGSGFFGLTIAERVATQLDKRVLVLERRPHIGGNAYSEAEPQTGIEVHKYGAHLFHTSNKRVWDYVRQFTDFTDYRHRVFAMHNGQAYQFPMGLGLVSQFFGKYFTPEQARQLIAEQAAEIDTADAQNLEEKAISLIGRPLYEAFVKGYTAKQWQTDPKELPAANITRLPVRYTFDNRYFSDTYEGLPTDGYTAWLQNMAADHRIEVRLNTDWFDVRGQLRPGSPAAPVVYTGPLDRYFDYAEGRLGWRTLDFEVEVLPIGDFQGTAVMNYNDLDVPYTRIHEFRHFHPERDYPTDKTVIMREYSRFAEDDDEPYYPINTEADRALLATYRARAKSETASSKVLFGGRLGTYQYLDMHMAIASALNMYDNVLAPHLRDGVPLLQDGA
BioA inh: M. tuberculosis BioA enzyme inhibitors, primary screen, biochemical, plate reader, single point, HTS | inhibition, % at 9.99 µM | purified M. tuberculosis BioA enzyme | 360,000 compounds, 0.096% hits; in the data active = inhibition above about 40%; inconclusive = no clear call, values can overlap the other calls
PrPC TRFRET: inhibitors of human cell surface prion protein PrPC, primary screen, cell-based, TR-FRET. TR-FRET read-out. inhibition, % at 13.8 µM. 370,000 compounds, 0.43% hits. AID 720596, 2013; in the data active = inhibition above about 24%; note: 0% = median of the test wells and 100% = reference compound wells
GDH-TPI inh: GDH-TPI coupling enzyme inhibitors, primary screen, artefact control for M. tuberculosis FBA inhibitor project, biochemical, absorbance, full deck; 360,000 compounds, 1.2% hits; inhibition, % at 4.8 µM; GDH-TPI coupled enzyme counterscreen, NADH absorbance; AID 588335, 2011;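 note: 0% = DMSO wells and 100% = wells lacking the enzyme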
FadD28 FP inh: inhibitors of FadD28 bisubstrate probe binding, primary screen, biochemical, fluorescence polarization, single point; Mycobacterium tuberculosis FadD28 fatty-acid-AMP ligase; inhibition, % at 12.5 µM; 360,000 compounds, 0.22% hits; AID 588549, 2011; in the data active = inhibition above about 8.5%, passing the limit was not always enough; inconclusive = no clear call, values can overlap the other calls
BoNT F protease: BoNT/F light chain protease inhibitors, primary screen, biochemical, flow cytometry, MLPCN library; Multiplex microsphere protease cleavage assay; 360,000 compounds, 0.22% hits; inhibition, % at 10 µM; Botulinum neurotoxin type F light chain protease (Clostridium botulinum); in the data active = inhibition above about 35%, passing the limit was not always enough; inconclusive = no clear call, values can overlap the other calls; note: plate controls were buffer without enzyme for full effect and enzyme alone for no effect
CCHF vOTU inh: CCHFV vOTU protease inhibitors, primary screen, biochemical, Pep-AMC substrate, fluorescence; AID 651958, 2012; inhibition, % at 11.5 µM; 370,000 compounds, 0.55% hits; Crimean-Congo hemorrhagic fever virus L polyprotein viral ovarian tumor (vOTU) protease …; note: 0% = vehicle wells with enzyme and 100% = no enzyme wells
BoNT-A LC inh2: BoNT/A light chain protease inhibitors, primary screen, biochemical, flow cytometry, MLPCN library | Botulinum neurotoxin type A light chain protease (Clostridium botulinum A str. ATCC 3502) | multiplex microsphere protease substrate cleavage | inhibition, % at 10 µM | 360,000 compounds, 0.17% hits | AID 588499, 2011; in the data active = inhibition above about 30%; inconclusive = no clear call, values can overlap the other calls; note: plate controls were buffer without enzyme for full effect and enzyme alone for no effect
Numbers without * were called inactive; u = inconclusive; x = no result given; + = active, no number; & = joins results of further samples. Cut-off read from the data, not from the text of the source, unless noted: active = inhibition above about 30%; inactive = the rest.

Abbreviations: A = FBA Mtb inh; B = UGM FP inh; C = BioA inh; D = PrPC TRFRET; E = GDH-TPI inh; F = FadD28 FP inh; G = BoNT F protease; H = CCHF vOTU inh; I = BoNT-A LC inh2
CCOc1ccccc1CN1CCN(Cc2[nH]c3ccccc3c2C)CC1CCO (stereo not drawn)
  A = 0; B = -0.9; C = 1.4; D = -8; E = 6; F = -0.9; G = 0; H = 14; I = 0.0
Cc1ccc(-c2nnn(CC(=O)N(CC(=O)NC3CCCCC3)c3ccccc3F)n2)o1
  A = 1; B = x; C = -0.8; D = 6; E = 5; F = x; G = 4; H = 2; I = 0.0
Cc1ccnc2nc(C(=O)OCC(=O)NC3CCCC(C)C3C)nn12 (stereo not drawn)
  A = 2; B = -2.1; C = -1.2; D = -2; E = 5; F = -1.4; G = 8; H = 6; I = 5.2
c1ccc(CCCCc2ccncc2)cc1
  A = 4; B = x; C = -1.2; D = 7; E = 3; F = x; G = -4; H = -17; I = -0.2
COc1ccc(NC(=S)N2CCN(C(c3ccccc3)c3ccccc3)CC2)cc1OC
  A = 2; B = -1.3; C = 1.8; D = 10; E = 2; F = -1.6; G = -8; H = 4; I = -0.2
CC1(C(=O)O)CCN1C(=O)c1cccnc1Oc1ccccc1 (stereo not drawn)
  A = -1; B = x; C = -1.9; D = -4; E = 9; F = -1.2; G = -4; H = -9; I = 0.1
OCCC1CN(Cc2ccccc2-c2ccco2)CCN1Cc1ccccc1 (stereo not drawn)
  A = 2; B = -0.6; C = -0.3; D = 8; E = 7; F = -0.9; G = 0; H = -9; I = 0.1
COC(=O)C1=C(C(=O)OC)[C@@H]2N(C)c3ccc(OC)cc3[C@@]23C[C@@H](C(=O)OC)N(C(=O)NC2CCCCC2)C3=N1
  A = -2; B = -0.1; C = 0.1; D = 0; E = 8; F = 0.2; G = -2; H = 4; I = -0.5
CC(=O)Nc1nnc(SCC(=O)N2CCCc3ccccc32)s1
  A = -5; B = 3.4; C = x; D = 0; E = -1; F = -3.9; G = -4; H = 6; I = -0.6
CCOc1ccccc1C1N(c2ccc(F)cc2)C(=O)C2CCCN21 (stereo not drawn)
  A = 0; B = 2.7; C = x; D = 5; E = -8; F = 1.2; G = -5; H = 2; I = 0.8
Cc1ccccc1N(C(=O)c1ccco1)C(C(=O)NC1CCCC1)c1cccnc1 (stereo not drawn)
  A = 3; B = 1.6; C = -1.0; D = -2; E = -5; F = -0.8; G = 3; H = -1; I = -0.4
CN(Cc1ccccc1)C(=O)c1nc[nH]c1C(=O)N1CCc2ccccc2C1
  A = 4; B = 0.1; C = -0.3; D = 7; E = 1; F = -1.5; G = -1; H = -6; I = 0.0
O=C(Nc1nc(-c2nc3ccccc3s2)cs1)C1CC1
  A = 9; B = 0.0; C = -0.6; D = -1; E = -10; F = -4.6; G = -8; H = 16; I = -0.4
Cc1cc(OC(=O)Cc2cccc3ccccc23)c([N+](=O)[O-])c(=O)[nH]1
  A = -1; B = -0.7; C = x; D = 5; E = 16; F = -3.2; G = -3; H = 10; I = -0.1
Cn1nccc1NS(=O)(=O)c1ccc(C(C)(C)C)cc1
  A = -3; B = -0.7; C = x; D = 4; E = 2; F = -1.9; G = -2; H = -11; I = -1.0
CC(C)OC(=O)N(C)C[C@H]1OCc2cnnn2CCCC(=O)N([C@H](C)CO)C[C@H]1C
  A = 5; B = x; C = -1.8&-2.2&-0.2; D = -3; E = 14; F = 0.1; G = 4; H = 9; I = 0.0
CCOc1ccc(-n2c(SCC(=O)Nc3ccc(OC)cc3OC)nc3c(c2=O)SCC3)cc1
  A = -2; B = 0.6; C = -3.4; D = 0; E = 23; F = -1.4; G = 3; H = 0; I = 0.5
O=C(O)CCN=Cc1c(O)c2ccccc2oc1=O
  A = 0; B = -0.5; C = x; D = 2; E = 13; F = 0.6; G = 1; H = 3; I = 0.1
Cc1ccc(S(=O)(=O)N/N=C\c2cc3c(cc2[N+](=O)[O-])OCO3)cc1
  A = 0; B = 0.7; C = 0.1; D = -19; E = 5; F = 2.1; G = -2; H = -8; I = 0.6
CC1CCN(C(=O)CSc2nc3c(c(=O)n(C)c(=O)n3C)n2C)CC1
  A = -2; B = -2.6; C = -0.6; D = 4; E = -4; F = -0.9; G = 3; H = 6; I = -1.6
CSCCC(NC(=O)c1ccccc1Br)C(=O)NNC(=O)C1COc2ccccc2O1 (stereo not drawn)
  A = 1; B = x; C = 0.1; D = 1; E = 5; F = -0.3; G = -12; H = -7; I = -0.3
CCOC(=O)C1C2C=CC3(CN(C4CCCC4)C(=O)C13)O2 (stereo not drawn)
  A = 4; B = -2.3; C = 0.0; D = -1; E = 0; F = -3.7; G = 3; H = 24; I = 0.9
O=C(NC1CCCCCC1)C1Cc2ccccc2CN1C(=O)c1ccco1 (stereo not drawn)
  A = 0; B = -4.1; C = x; D = -2; E = 4; F = 0.5; G = -12; H = -6; I = -2.7
Cc1cc(NC(=O)C(Cl)c2ccccc2)no1 (stereo not drawn)
  A = 0; B = -0.7; C = -0.5; D = -5; E = 8; F = -1.9; G = x; H = -18; I = x
Cc1c(NC(=O)c2cccnc2C(=O)O)cccc1C(=O)O
  A = 4; B = -0.1; C = x; D = -7; E = 2; F = -1.9; G = 1; H = -2; I = 0.0
CCNC(=O)C(C)Oc1ccc(Cl)cc1Cl (stereo not drawn)
  A = 1; B = 0.3; C = -0.2; D = -1; E = -4; F = -2.0; G = -1; H = 3; I = -0.5
CCOc1ccc(CSC2=NCCN2)cc1Cl
  A = 0; B = -0.3; C = x; D = -6; E = 6; F = -5.4; G = -7; H = 10; I = 0.2
CCOC(=O)C(=CNc1cc(C)ccc1[N+](=O)[O-])C(=O)OCC
  A = -3; B = -0.4; C = -1.1; D = -10; E = 10; F = -4.7; G = u; H = 5; I = 0.1
Cc1ccc(S(=O)(=O)Nc2ccccc2)cc1[N+](=O)[O-]
  A = -2; B = x; C = 0.7; D = 3; E = 6; F = 0.5; G = -3; H = 9; I = -0.3
COc1ccc(OC)c(Nc2cc(C)nc3nc(C)nn23)c1
  A = 0; B = -3.4; C = -1.2; D = 13; E = 11; F = -0.4; G = -8; H = -5; I = -0.8
COc1ccc(-c2ccc(SCC(=O)NC3CCCC3)nn2)cc1OC
  A = 3; B = 0.1; C = 3.1; D = 0; E = 11; F = -2.0; G = 3; H = 4; I = 1.1
C/C(O)=C/c1nc2ccccc2[nH]c1=O
  A = 9; B = -0.4; C = x; D = -13; E = 13; F = -1.9; G = 2; H = -7; I = 0.5
CC(=O)Nc1cc(NC(C)=O)cc(-c2nc3ccccc3[nH]2)c1
  A = 8; B = -1.4; C = 0.4; D = 4; E = -1; F = -9.3; G = -5; H = 7; I = -0.6
CCOC(=O)CC1ON(C)C(=O)N1c1ccc(Cl)cc1Cl (stereo not drawn)
  A = 11; B = x; C = -0.1; D = 1; E = -6; F = -1.4; G = -9; H = -2; I = -0.4
COCCn1c(SCC#N)nnc1-c1ccc([N+](=O)[O-])cc1
  A = 5; B = 0.3; C = x; D = -24; E = 5; F = -1.0; G = -6; H = 1; I = -1.3
O=C(NNC(=O)C1CCN(S(=O)(=O)c2ccccc2C(F)(F)F)CC1)c1ccccc1O
  A = 13; B = -1.7; C = -0.8; D = -6; E = 3; F = -3.9; G = 6; H = -3; I = -1.7
OC(CNc1ncnc2sccc12)c1ccccc1 (stereo not drawn)
  A = 3; B = -0.9; C = 5.2; D = 13; E = -2; F = -1.2; G = 4; H = 10; I = 1.2
O=C1/C(=C\c2cccc(O)c2)SC(=S)N1Cc1ccccc1
  A = -2; B = 2.0; C = -1.5; D = -2; E = 18; F = -3.5; G = u; H = -5; I = -1.2
Cc1ccc(-c2nnc(-c3ccc(Br)cc3)o2)o1
  A = 20; B = 1.6; C = -2.5; D = 5; E = 10; F = -0.3; G = -3; H = -9; I = -0.6
CCCCOn1c(C)c(C(C)=O)c2c3no[n+]([O-])c3ccc21
  A = 1; B = -1.1; C = 1.1; D = 5; E = 5; F = -0.7; G = -8; H = 1; I = -0.6
CC(=O)Nc1cc(S(=O)(=O)Nc2ccccc2)c(C)cc1C
  A = 0; B = -1.3; C = 15; D = 7; E = 18; F = 0.5; G = u; H = 7; I = 0.7
O=C(NCCCN1CCOCC1)c1cc(-c2ccc(Cl)cc2)on1
  A = 1; B = -2.2; C = -0.2; D = 3; E = -3; F = -1.7; G = 5; H = -17; I = 0.2
COc1ccc(NC(C)=O)cc1NC(C)C(=O)Nc1ccc(F)cc1 (stereo not drawn)
  A = -2; B = -0.4; C = 0.3; D = -2; E = 0; F = -3.8; G = -15; H = 1; I = -0.7
COc1cc2ccc(=O)oc2cc1O
  A = +; B = 1.6; C = -1.9; D = -2; E = 20; F = 0.8; G = -9; H = -285; I = 0.3
CC(C)CC1C(C#N)=C(N)Oc2c1c(=O)oc1ccccc21 (stereo not drawn)
  A = 19; B = -0.1; C = 0.4; D = 6; E = 12; F = -0.8; G = -4; H = -2; I = -1.0
COc1cccc(CCNc2ccc(N3C(=O)CC(C)C3=O)cc2[N+](=O)[O-])c1 (stereo not drawn)
  A = -7; B = -0.3; C = -1.3; D = -24; E = 0; F = -1.6; G = -1; H = -13; I = 0.0
Cc1csc2nc(CNC(=O)c3cccc(C(F)(F)F)c3)cn12
  A = 1; B = 0.2; C = x; D = 1; E = -5; F = -0.3; G = 1; H = 4; I = 0.2
Cc1cccc(C)c1OCc1cc(C(=O)NCc2cn(C)nc2C)no1
  A = 2; B = 0.3; C = 0.6; D = 4; E = -7; F = -2.7; G = 16; H = 0; I = 1.3
O=C(Cn1cc(C(=O)c2ccco2)c2ccccc21)NCc1ccco1
  A = -3; B = -1.0; C = 0.8; D = 0; E = 14; F = -5.2; G = -15; H = 1; I = -1.1
Cc1nc(-c2cccc(S(=O)(=O)N3CCOCC3)c2)cs1
  A = 2; B = -2.7; C = -2.7; D = -13; E = 8; F = -1.2; G = -12; H = -16; I = u

Single records, from the list above. Order of values: FBA Mtb inh | UGM FP inh | BioA inh | PrPC TRFRET | GDH-TPI inh | FadD28 FP inh | BoNT F protease | CCHF vOTU inh | BoNT-A LC inh2
COc1cc2ccc(=O)oc2cc1O in the list: + | 1.6 | -1.9 | -2 | 20 | 0.8 | -9 | -285 | 0.3
COc1ccc(OC)c(Nc2cc(C)nc3nc(C)nn23)c1 in the list: 0 | -3.4 | -1.2 | 13 | 11 | -0.4 | -8 | -5 | -0.8
Cc1csc2nc(CNC(=O)c3cccc(C(F)(F)F)c3)cn12 in the list: 1 | 0.2 | x | 1 | -5 | -0.3 | 1 | 4 | 0.2

Carrying on:
Abbreviations: A = FBA Mtb inh; B = UGM FP inh; C = BioA inh; D = PrPC TRFRET; E = GDH-TPI inh; F = FadD28 FP inh; G = BoNT F protease; H = CCHF vOTU inh; I = BoNT-A LC inh2
O=C(NCc1ccco1)C1CCCN(c2nnc(-n3cccc3)s2)C1 (stereo not drawn)
  A = -2; B = -1.7; C = -0.8; D = 9; E = 3; F = -0.4; G = -7; H = 4; I = 0.6
O=C(COC(=O)c1ccc(Cl)c(S(=O)(=O)N2CCCCC2)c1)NCC1CCCCC1
  A = -1; B = -0.5; C = -2.8; D = 1; E = 5; F = -1.2; G = -3; H = 23; I = -0.1
Cc1ccc(C(=O)Nc2cccc(C(=O)N3CCOCC3)c2)cc1
  A = -2; B = 0.0; C = 1.6; D = 5; E = 7; F = -0.4; G = 28; H = 16; I = 16
CCn1c(O)c(N=NC(=O)CNC(=O)c2cccnc2)c2ccccc21
  A = 4; B = x; C = 2.7; D = -47; E = 37*; F = 1.0; G = 2; H = 10; I = -0.4
CCCCOC(=O)C1=C(C)NC(=O)NC1c1ccc([N+](=O)[O-])s1 (stereo not drawn)
  A = 1; B = 0.5; C = x; D = -13; E = 16; F = -2.1; G = -2; H = 11; I = -0.1
